Assay outcomes: PubChem, several laboratories
PMI act satM6P: PMI (human) activation, high substrate; coupled PMI enzyme assay, resazurin fluorescence, 20 min; active compounds read high; 1 = untreated enzyme, 0 = substrate-free blank; P34949; 190,000 compounds, 0.34% hits; AID 1216; activation factor at 20 µM;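 active = activation factor of 2 or more at 20 µM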
Target sequence (P34949 whole entry, looked up): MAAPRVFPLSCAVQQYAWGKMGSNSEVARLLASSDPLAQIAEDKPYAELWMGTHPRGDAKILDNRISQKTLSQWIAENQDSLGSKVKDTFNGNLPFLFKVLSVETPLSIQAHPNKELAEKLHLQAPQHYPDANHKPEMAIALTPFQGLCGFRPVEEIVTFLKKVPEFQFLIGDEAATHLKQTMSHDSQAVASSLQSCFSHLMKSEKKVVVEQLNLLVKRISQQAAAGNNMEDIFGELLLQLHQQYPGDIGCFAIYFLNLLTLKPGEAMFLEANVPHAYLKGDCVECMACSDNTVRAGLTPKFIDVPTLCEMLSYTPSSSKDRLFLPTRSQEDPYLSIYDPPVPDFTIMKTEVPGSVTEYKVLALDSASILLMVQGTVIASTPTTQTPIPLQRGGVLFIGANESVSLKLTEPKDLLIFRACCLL
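Test system: human phosphomannose isomerase with PGI, G6PDH, diaphorase coupling enzymes; Amount: PMI at 15 ng/mL final; Reagent: Mannose-6-phosphate 1.0 mM (near-saturating) plus 0.22 mM NADP+; Timing: 20 min, room temperature; Technique: resorufin fluorescence at Ex 544/Em 590 nm; Dosing: 20 µM single dose.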
TNAP inh noacc: inhibitors of human TNAP without phosphate acceptor | purified TNAP, CDP-star luminescence, 30 min | inhibition, % at 20 µM | 200,000 compounds, 0.26% hits;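 active = tissue-nonspecific alkaline phosphatase inhibition above about 50% at 20 µM in the single-dose screen, limit read from the data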;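 note: 0% = DMSO negative control and 100% = EDTA positive control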
Target sequence (P05186 whole entry, looked up): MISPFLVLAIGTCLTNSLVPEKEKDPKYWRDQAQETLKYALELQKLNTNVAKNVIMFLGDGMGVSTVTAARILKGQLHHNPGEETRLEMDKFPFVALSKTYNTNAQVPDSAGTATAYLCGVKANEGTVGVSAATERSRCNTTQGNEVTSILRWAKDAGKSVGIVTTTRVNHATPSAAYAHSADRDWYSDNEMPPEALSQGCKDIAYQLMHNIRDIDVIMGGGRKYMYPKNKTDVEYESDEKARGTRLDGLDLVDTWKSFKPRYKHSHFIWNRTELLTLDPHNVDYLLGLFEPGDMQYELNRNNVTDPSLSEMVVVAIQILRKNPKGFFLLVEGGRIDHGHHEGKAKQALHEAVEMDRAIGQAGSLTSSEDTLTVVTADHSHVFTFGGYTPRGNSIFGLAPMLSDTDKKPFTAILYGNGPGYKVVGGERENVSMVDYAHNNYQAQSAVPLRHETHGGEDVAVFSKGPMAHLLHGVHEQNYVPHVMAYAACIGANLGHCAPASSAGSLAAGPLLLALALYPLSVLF
TNAP inh hi DEA: blocks human TNAP under high phosphate acceptor concentration. inhibition, % at 20 µM. purified TNAP, CDP-star luminescence, 1 M DEA. 200,000 compounds, 0.03% hits;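 active = over 50% inhibition of tissue-nonspecific alkaline phosphatase at 20 µM in the single-dose screen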;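 note: plate controls were DMSO wells for no effect and EDTA-quenched wells as full inhibition for full effect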
FLuc inhib CS: inhibits firefly luciferase, flagging false hits in luciferase inhibition screens | P08659 | inhibition, % at 10 µM | ATPLite firefly luciferase biochemical luminescence, 10 min | 200,000 compounds, 1.5% hits;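 active = inhibition above about 50% when tested at 10 µM, limit read from the data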
PMI activator: activators of human phosphomannose isomerase; P34949; purified human PMI, coupled resazurin fluorescence, 20 min; active compounds read high; 1 = vehicle control, 0 substrate-free wells; activation factor at 20 µM; 190,000 compounds, 0.005% hits; AID 1214;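 active = activation factor of 2 or more at 20 µM, relative to plate controls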
TNAP act hi DEA: TNAP (human) activation, high acceptor | P05186 | purified TNAP, CDP-star luminescence, 1 M DEA, 30 min; active compounds read high; 0 = EDTA background, 1 = DMSO-only activity | activation factor at 20 µM | 200,000 tested, under 10 active | AID 1136;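 active = activation factor at least 2 at 20 µM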
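Assay system: human TNAP; Input: enzyme diluted 1/800 final; Reagent: CDP-star luminogenic substrate at 100 µM final; Timing: 30 min, room temperature; Signal: luminescence; Evaluation: TNAP activation factor scaled between EDTA and DMSO control wells.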
NF-kB neuron act: NF-kB expression increase, human neuronal cells. NF-kB reporter expression; active compounds read high. fold change at 12.5 µM. 190,000 compounds, 1.6% hits; in the data active = fold change above about 3.3
bIAP act: intestinal alkaline phosphatase (bovine) activation; 200,000 compounds, 0.17% hits; AID 1016; purified bovine IAP, CDP-star luminescence, 30 min; active compounds read high; fold of DMSO-control signal, blank-subtracted; activation factor at 20 µM;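 active = activation factor of 2 or more at 20 µM, a signal rise over negative controls twice the positive control's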
FLuc act counter: firefly luciferase counter-screen for stimulation assays | P08659 | ATPlite luciferase biochemical, luminescence, 10 min; 0 = ATP-free wells, 1 = DMSO control | activation factor at 10 µM | 200,000 tested, under 10 active;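 active = luciferase activation factor, scaled between plate controls, of at least 2 with compound at 10 µM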
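Assay system: Luciferase/luciferin detection reagent, cell-free biochemical luciferase assay / Read-out: luciferase activation / Benchmarks: No-ATP low control, compound-free enzyme-plus-ATP high control / Medium: PBS buffer for ATP / Detection: luminescence measurement of luciferase light output / Schedule: 10 min at ambient temperature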
APP 5'UTR act: activates APP 5'UTR luciferase reporter | SH-SY5Y APP 5'UTR luciferase reporter, luminescence; zero percent = DMSO vehicle wells | activation, % at 2 µM | 190,000 compounds, 1% hits;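 active = activation above a set limit, based on mean plus 3 SD of controls, cut at about 140% in these data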; note: values of inactives mirror those of a sister screen read the other way
* marks the source's active call; other numbers are inactive results; nt = no result given.

SMILES	PMI act satM6P	TNAP inh noacc	TNAP inh hi DEA	FLuc inhib CS	PMI activator	TNAP act hi DEA	NF-kB neuron act	bIAP act	FLuc act counter	APP 5'UTR act
CCN(CC)CCn1cnc2c([nH]c3cccc(OC)c32)c1=O	0.8	-11	-5	0	0.8	1	1.1	1	1	-7
O=C(NNC(=O)c1cc(-c2cccnc2)nc2ccccc12)Nc1ccc(Cl)cc1	0.8	-103	0	-4	0.9	1	0.95	1.1	1	21
O=C1CN(C(=O)c2ccccn2)c2ccccc2N1	1	-11	-7	-8	1	1.1	1.4	0.9	1.1	-3
COc1ccc(C2=NOC(COC(=O)c3ccc4ccccc4n3)C2)cc1 (configuration not stated)	0.8	-2	-2	4	1	1	1.2	1	1	17
CC(C)Oc1ccc(C(=O)Nc2ccc([N+](=O)[O-])cc2)cc1	1	-9	-3	9	1	1	2.2	1.2	0.9	126
N#Cc1nc(COc2cccc(Cl)c2)oc1N1CCN(c2ccccc2)CC1	1	-10	-6	-8	0.9	1.1	1.1	0.6	1.1	13
Cc1ccc(C2C3CN(C(C)C)CC=C3C(C#N)=C(N)C2(C#N)C#N)cc1 (configuration not stated)	0.8	-6	3	-8	0.7	1	1	1.1	1.1	nt
Cc1nc(SCC(=O)NCc2ccco2)[nH]c(=O)c1C	1	-9	-4	-5	1	1	1.1	0.9	1.1	-9
CC(=O)NC(=S)Nc1sc2c(c1C(N)=O)CCC(C)C2 (configuration not stated)	1	2	-7	38	0.9	1.1	3.5*	0.6	0.6	65
O=C(COc1ccc(-c2nnco2)cc1)N1CCN(S(=O)(=O)c2ccccc2)CC1	0.9	3	-6	-8	1	1.1	0.96	1	1.1	0
CCC1(CC)NC(=O)N(CC(=O)OCC(=O)NC(=O)c2ccc(Cl)cc2)C1=O	1	2	1	1	1	1	0.93	1	1	-17
CC(c1ccccc1)N1CNc2c(c(=O)n(C)c(=O)n2C)C1 (configuration not stated)	1.1	-12	-9	-3	1	1.1	0.89	1	1	-14
COc1ccc(-c2nnc(SCC(=O)N(C)C3CCS(=O)(=O)C3)n2N)cc1OC (configuration not stated)	1	-13	-6	-9	1.1	1.1	0.86	1	1.1	17
Cc1ccccc1Cn1cc(NC(=O)c2nc3ncccn3n2)cn1	0.9	0	-1	12	0.9	1	2.3	0.9	0.9	20
O=C(Cn1ccc([N+](=O)[O-])n1)NCc1ccco1	1	-2	-7	-5	1.1	1.1	1.4	0.9	1.1	7
Cc1nc2cc(NC(=O)NCc3ccccc3)ccc2o1	1	-10	-4	12	1	1	1.5	0.9	0.9	23
Cc1ccccc1Nc1c(-c2ccccn2)nc2ccccn12	1	-18	-4	0	1.1	1	1.1	1.2	1	-39
O=C(Nc1nccs1)c1ccc(Cl)s1	1	-19	-2	5	1	1	2	1	1	42
CSCCC(C(=O)OCC(=O)c1ccc(C)c(C)c1)N1C(=O)c2ccccc2C1=O (configuration not stated)	1	-9	-2	-1	0.9	1	0.94	0.9	1	11
N#CCCn1cc(/C=N/NC(=O)c2ccncc2)c(-c2ccccc2)n1	0.9	-10	0	-3	0.9	1	1.2	1.2	1	10
CCc1ccc(C(=O)CSc2nc(C)cc(=O)[nH]2)cc1	1	-3	-1	-2	1	1	1.2	1	1	17
COc1ccc(NC(=O)c2cc(-c3ccco3)on2)cc1	1	-12	-5	5	1	1.1	1.3	1	1	-5
COC(=O)c1ccc(Cn2cnc3c(cnn3-c3ccc(F)cc3)c2=O)o1	1.1	-16	-6	-4	1	1.1	0.99	0.9	1	-1
COc1cc(/C=C(\C#N)c2[nH]nc(N)c2C#N)cc(OC)c1O	0.9	36	23	-2	0.9	0.8	0.66	0.7	1	-49
COc1ccccc1CC(=O)Nc1cccc(F)c1	1	-11	-2	-4	1	1	0.95	0.7	1	7
COc1ccc(CN2CCCC(C(=O)c3cccc(C(F)(F)F)c3)C2)cc1O (configuration not stated)	1	-4	-2	0	1	1	1	1.1	1	-1
CC1(C)CC(CCNS(=O)(=O)c2ccccc2)(c2ccccc2)CCO1 (configuration not stated)	1	-17	-3	-2	0.8	1	1	0.9	1	-5
Cc1cc(C)n(-c2nncn2NC(=O)c2ccc(Cl)cc2O)n1	0.9	-3	-3	5	0.9	1	1	1	1	-6
COc1cccc2cc(S(=O)(=O)c3ccccc3)c(=Nc3ccc4c(c3)OCCO4)oc12	1.1	3	4	-8	1	1	0.68	1.1	1.1	-4
Cc1ccc(N(CCC(=O)O)S(=O)(=O)c2ccc(C)cc2)cc1	1	-16	1	-7	1	1	1.1	1.5	1.1	4
O=C1Nc2ccccc2/C1=N/c1sc2c(c1C(=O)NCCc1ccccc1)CCCC2	0.9	10	-1	-9	1	1	1.2	0.7	1.1	-8
CC(C)CC(=O)N1CCN(Cc2ccc3c(c2)OCO3)CC1	1	-5	-4	-11	1	1	1.1	0.9	1.1	nt
CCSc1nc2c(c(=O)n1-c1ccc(F)cc1)SCC2	1	-6	3	-5	1	1	1.6	0.9	1	-8
COc1ccc(C2C(=O)N(CCc3ccccc3)CC(=O)N2C2CCCC2)cc1 (configuration not stated)	1	-3	1	-3	1	1	0.81	1	1	-5
CC(C)C(NC(=O)c1ccccc1Br)c1ccccc1 (configuration not stated)	0.9	-13	-7	-4	0.9	1.1	0.98	1	1	7
Cc1nnc(SCc2cc(=O)[nH]c(N3CCN(Cc4ccccc4)CC3)n2)s1	0.9	-13	-9	1	0.8	1.1	1	0.9	1	13
O=S(=O)(c1ccc(-c2nnc(SCc3nnc(-c4ccccc4)o3)o2)cc1)N1CCCC1	1	-9	-6	-8	1	1.1	1.2	0.9	1.1	7
Cc1ccc(C(=O)N2CCN3C(=O)c4ccccc4C23c2ccccc2)cc1 (configuration not stated)	1	-8	-6	-4	1	1.1	1.2	1.1	1	1
COc1ccc(/C(N)=N/OC(=O)c2ccc(C)c([N+](=O)[O-])c2)cc1	0.9	1	-5	-2	0.9	1.1	2.3	1	1	19
CCN(CC)C(=O)CSc1nc2c(sc(=S)n2Cc2ccco2)c(=O)n1-c1ccccc1	0.5	-6	1	-3	0.8	1	0.96	1	1	-17
O=C(NCC(=O)N(c1ccccc1)C(C(=O)NC1CCCCC1)c1ccncc1)c1ccco1 (configuration not stated)	1	15	5	-3	1.1	0.9	1.3	1	1	15
COc1ccc(N(C(=O)c2ccccc2)S(=O)(=O)c2cccs2)cc1	0.9	-4	-5	-7	0.9	1.1	0.97	1	1.1	2
O=c1oc2ccccc2c(Nc2cccc(O)c2)c1[N+](=O)[O-]	1.1	-5	4	-7	0.9	1	1.3	0.7	1.1	-6
CCCCn1c(N)c(-c2nc3ccccc3s2)c2c([N+](=O)[O-])nn(CC)c(=O)c21	1	4	3	-6	1	1	1.1	0.7	1.1	5
CN1CCN(C(=O)c2ccc(N(C)S(=O)(=O)c3cccs3)cc2)CC1	1	-14	-5	-7	1	1	1.1	1	1.1	12
Cc1cc(NC(=O)CCC(=O)N(CC(=O)NC2CCCC2)Cc2ccc3c(c2)OCO3)no1	1	-2	-1	-7	1	1	1.6	1	1.1	15
CCNC(=S)Nc1ccc(C)c(Cl)c1	0.9	-1	-2	-2	0.9	1	1.1	1	1	10
COc1cc(C(=O)NCc2nnc(SCC(=O)Nc3ccc4c(c3)OCO4)o2)cc(OC)c1OC	1	2	-2	-6	1	1	1.4	1.1	1.1	-6
CCOC(=O)c1ccc(NS(=O)(=O)c2cc(-c3nnnn3C(C)C)ccc2OC)cc1	0.8	-8	-6	-1	0.9	1.1	0.97	1.1	1	-12
CCOc1ccccc1OC(=O)c1ccco1	0.9	-12	-7	-3	0.8	1.1	0.89	1	1	-38
O=c1c2cc(NC(=S)NC3CC3)ccc2nc2n1CCCCC2	0.9	-12	-5	-6	1	1	1.1	1	1.1	10
CC(C(=O)Nc1nc2ccccc2[nH]1)N1C(=O)C2CC=CCC2C1=O (configuration not stated)	1	12	-3	-8	1	1	0.89	1.2	1.1	0
O=C(Cn1cc2c(n1)CCCCC2)NCc1ccccc1	0.9	-23	-9	-5	1	1.1	1	0.9	1.1	10
COC(=O)CSc1cnc2ccccc2n1	1.1	-6	-6	-11	1.1	1.1	1.1	0.9	1.1	-5
C=CCn1c(SCc2csc(C)n2)nc2sc3c(c2c1=O)CCCCC3	1	0	-6	-9	0.8	1.1	0.95	1.1	1.1	10
COc1ccccc1NC(=S)N1CCN(c2ncccn2)CC1	1.1	-20	-8	-2	1.1	1.1	1.2	1	1	1
CCN(CC)CCNC(=O)c1c(C)oc2cc(Br)c(OC)cc12	0.9	-8	-2	-6	0.9	1	1.2	1	1.1	-7
O=C(CN1C(=O)c2cccc3cccc1c23)NCc1ccncc1	0.7	-1	-2	-10	1	1	1.1	1	1.1	12

Structures above with an aryl thioether with sulfur outside any ring (ten):
SMILES	PMI act satM6P	TNAP inh noacc	TNAP inh hi DEA	FLuc inhib CS	PMI activator	TNAP act hi DEA	NF-kB neuron act	bIAP act	FLuc act counter	APP 5'UTR act
Cc1nc(SCC(=O)NCc2ccco2)[nH]c(=O)c1C	1	-9	-4	-5	1	1	1.1	0.9	1.1	-9
COc1ccc(-c2nnc(SCC(=O)N(C)C3CCS(=O)(=O)C3)n2N)cc1OC (configuration not stated)	1	-13	-6	-9	1.1	1.1	0.86	1	1.1	17
CCc1ccc(C(=O)CSc2nc(C)cc(=O)[nH]2)cc1	1	-3	-1	-2	1	1	1.2	1	1	17
CCSc1nc2c(c(=O)n1-c1ccc(F)cc1)SCC2	1	-6	3	-5	1	1	1.6	0.9	1	-8
Cc1nnc(SCc2cc(=O)[nH]c(N3CCN(Cc4ccccc4)CC3)n2)s1	0.9	-13	-9	1	0.8	1.1	1	0.9	1	13
O=S(=O)(c1ccc(-c2nnc(SCc3nnc(-c4ccccc4)o3)o2)cc1)N1CCCC1	1	-9	-6	-8	1	1.1	1.2	0.9	1.1	7
CCN(CC)C(=O)CSc1nc2c(sc(=S)n2Cc2ccco2)c(=O)n1-c1ccccc1	0.5	-6	1	-3	0.8	1	0.96	1	1	-17
COc1cc(C(=O)NCc2nnc(SCC(=O)Nc3ccc4c(c3)OCO4)o2)cc(OC)c1OC	1	2	-2	-6	1	1	1.4	1.1	1.1	-6
COC(=O)CSc1cnc2ccccc2n1	1.1	-6	-6	-11	1.1	1.1	1.1	0.9	1.1	-5
C=CCn1c(SCc2csc(C)n2)nc2sc3c(c2c1=O)CCCCC3	1	0	-6	-9	0.8	1.1	0.95	1.1	1.1	10
